Screens from PubChem BioAssay.
USP1 inh – Inhibitors of USP1/UAF1: Primary Screen | Ubiquitin carboxyl-terminal hydrolase 1 (Homo sapiens), O94782 | recombinant USP1/UAF1, Ub-Rhodamine cleavage fluorescence | Potency, µM (doses to about 57.1 µM), for inactives: top-dose activity change, negative = inhibition, most hits filed as inhibitors | 390,000 tested, 0.23% active; also: potency is read from the fitted curve at half-maximal effect; % is scaled to controls: 0 for no effect and ±100 for the full control effect; nearly all actives have a fitted effect of over 60% in size; inactives centre near -12
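1 nM enzyme complex + cpd, 15 min RT; start with Ub-Rho 150nM final; kinetic fluorescence ex 480/em 540, 6 reads q60 s. Buffer 50mM HEPES pH 7.8, 0.5mM EDTA, 0.1 mg/ml BSA, 1mM TCEP, 0.01% Tween-20.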
RGS4 inh – Inhibitors of Regulator of G Protein Signaling (RGS) 4: qHTS. Transcreener GDP fluorescence polarization, RGS4-accelerated GTP hydrolysis. Potency, µM (doses to about 114 µM), inactives show at the top dose activity change, negative = inhibition, hits mostly inhibitors. 390,000 tested, 0.039% active. AID 504845, 2011; also: potency is read from the fitted curve at half-maximal effect; % is scaled to controls: 0 for no effect and ±100 for the full control effect; nearly all actives have a fitted effect of over 75% in size; some results filed as inactive show a strong effect at the top dose
Target sequence (P49798 whole entry, looked up): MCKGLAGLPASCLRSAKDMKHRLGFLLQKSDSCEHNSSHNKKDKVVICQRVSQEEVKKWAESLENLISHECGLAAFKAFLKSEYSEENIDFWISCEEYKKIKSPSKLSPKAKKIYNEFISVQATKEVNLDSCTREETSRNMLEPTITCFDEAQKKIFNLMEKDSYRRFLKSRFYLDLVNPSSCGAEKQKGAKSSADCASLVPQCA
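MLSMR compounds (23 nl, pin-transferred) preincubated 10 min at room temperature with a 500nM (2x) first reagent, then RGS4 at 900nM (2x) plus Transcreener GDP mix added; fluorescence polarization (620/688 nm) read before and after 90 min at 30 °C.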
LDHA inh – qHTS assay for inhibitors of human lactate dehydrogenase; L-lactate dehydrogenase A chain (Homo sapiens), P00338; purified LDHA, NADH/diaphorase-resazurin fluorescence; active compounds read low; activity change, % (values are at about 110 or 230 µM); 480,000 tested, 0.15% active; AID 1347041, 2019; in the data active = activity change below about -30%; inconclusive = mostly about -25% to -30%;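 also: plate controls were DMSO wells for no effect and wells without enzyme for full effect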
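Human LDH5 (2 nM) was incubated with 0.06 mM NADH and 0.2 mM pyruvate for 5 min at room temperature in Tris pH 7.4. Remaining NADH was coupled through diaphorase/resazurin, and resorufin fluorescence was read at 0 and 20 min.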
rTrxR1 inhibitor – qHTS Assay for Inhibitors of Mammalian Selenoprotein Thioredoxin Reductase 1 (TrxR1): qHTS. Potency, µM (highest dose often 114 µM), inactives show at the highest dose activity change, negative = inhibition, hits mostly inhibitors. recombinant rTrxR1, NADPH fluorescence consumption, selenite substrate. Thioredoxin reductase 1, cytoplasmic (Rattus norvegicus), O89049. 390,000 tested, 1% active; also: potency is read from the fitted curve at half-maximal effect; % is scaled to controls: 0 for no effect and ±100 for the full control effect; nearly all actives have a fitted effect of over 65% in size
Target sequence (O89049 whole entry, looked up): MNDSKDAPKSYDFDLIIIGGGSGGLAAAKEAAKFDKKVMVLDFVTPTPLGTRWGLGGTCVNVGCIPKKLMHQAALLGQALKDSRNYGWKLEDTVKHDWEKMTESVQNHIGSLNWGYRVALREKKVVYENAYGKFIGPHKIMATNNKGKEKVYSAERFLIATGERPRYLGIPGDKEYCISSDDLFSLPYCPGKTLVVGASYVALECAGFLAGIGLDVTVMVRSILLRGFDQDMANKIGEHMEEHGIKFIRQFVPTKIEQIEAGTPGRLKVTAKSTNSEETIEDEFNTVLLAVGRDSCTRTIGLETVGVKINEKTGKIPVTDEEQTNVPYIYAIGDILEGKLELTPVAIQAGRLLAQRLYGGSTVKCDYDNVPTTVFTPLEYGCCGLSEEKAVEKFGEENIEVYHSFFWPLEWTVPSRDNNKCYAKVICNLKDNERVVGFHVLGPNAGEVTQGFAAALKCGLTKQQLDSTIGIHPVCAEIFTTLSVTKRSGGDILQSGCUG
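Rat TrxR1 (90 nM in the dispensed reagent) was pre-reduced with 400 uM NADPH for 5 min at room temperature, then incubated with compound for 15 min. After 400 uM selenite was added, NADPH fluorescence (Ex 340/Em 450 nm) was followed for 8 min.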
Vif-APOBEC3G blk – qHTS for Inhibitors of Vif-A3G Interactions: qHTS; HeLa A3G-eYFP + Vif (tagged APOBEC3G with the HIV-1 protein that degrades it), YFP fluorescence, overnight; 410,000 tested, 0.076% active; AID 602310, 2012; Potency, µM (series often up to 46.1 µM), for inactives: top-dose activity, negative = active, actives largely listed as inhibitors;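 also: potency is read from the fitted curve at half-maximal effect; % is scaled to controls: 0 for no effect and ±100 for the full control effect; nearly all actives have a fitted effect of over 60% in size; hits raise eYFP signal because A3G escapes Vif-driven loss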
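Read-out is eYFP fluorescence (Ex 488/Em 500-530) from Vif-expressing HeLa A3G-eYFP cells; more signal means A3G escaped Vif-mediated degradation. Cells plated overnight, compound pinned in, incubated overnight at 37 deg C.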
Vif-A3F inh – qHTS for Inhibitors of Vif-A3F Interactions: qHTS; HeLa A3F-eYFP + Vif (tagged APOBEC3F with the HIV-1 protein that degrades it), YFP fluorescence increase; Potency, µM (top dose mostly 46.1 µM), for inactives: top-dose activity, negative = active; 390,000 tested, 0.2% active; also: potency is read from the fitted curve at half-maximal effect; % of control where 0% means no effect; nearly all actives have a fitted effect of over 65% in size
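HeLa cells stably expressing Vif plus C-terminally eYFP-tagged A3F were seeded, incubated overnight at 37 deg C, dosed with compound, incubated overnight again at 37 deg C. Yellow fluorescence (Ex 488/Em 500-530) reported blocked Vif-mediated A3F-eYFP degradation.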
TrxR1 substrate – qHTS Assay for Substrates of Mammalian Selenoprotein Thioredoxin Reductase 1 (TrxR1): qHTS; purified TrxR1 substrate turnover, NADPH consumption readout; Thioredoxin reductase 1, cytoplasmic (Rattus norvegicus), O89049; Potency, µM (doses to about 114 µM), without a hit: top-dose activity change, negative = substrate turnover; 390,000 tested, 0.01% active; also: potency is read from the fitted curve at half-maximal effect; % is scaled to controls: 0 for no effect and ±100 for the full control effect; nearly all actives have a fitted effect of over 50% in size
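Rat TrxR1, dispensed at 90 nM, was prereduced with 400 uM NADPH (final) for 5 min at ~22 deg C, then incubated with compound 15 min before 400 uM selenite. A first-read NADPH fluorescence drop versus no-compound background flagged substrates.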
Glioma ERSR ind – qHTS for Inducers of the Endoplasmic Reticulum Stress Response (ERSR) in Human Glioma: qHTS; 420,000 tested, 0.02% active; Potency, µM, inactives show at the highest dose activation, usual class: activators; U87-MG GRP78 promoter luciferase reporter, 16 h; also: potency is read from the fitted curve at half-maximal effect; series mostly up to about 76 µM; % of control where 0% means no effect; nearly all actives have a fitted effect of over 35% in size
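ERSR induction read as luciferase luminescence (Bright-Glo, 10 min at room temperature) in stably transfected human U87-MG glioma cells exposed to compounds for 16 h, using GRP78 as sensor.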
IDH1 R132H inh – qHTS for Inhibitors of mutant isocitrate dehydrogenase 1 (IDH1): qHTS | Isocitrate dehydrogenase [NADP] cytoplasmic (Homo sapiens), O75874 | 390,000 tested, 0.093% active | IDH1-R132H enzyme, NADPH consumption, diaphorase/resazurin fluorescence | AID 602179, 2012 | Potency, µM (top dose mostly 76.6 µM), for inactives: top-dose activity change, negative = inhibition, actives largely listed as inhibitors; also: potency is read from the fitted curve at half-maximal effect; % is scaled to controls: 0 for no effect and ±100 for the full control effect; nearly all actives have a fitted effect of over 65% in size
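IDH1-R132H (0.5 ug/mL) preincubated 30 min with compound, then NADPH (0.016 mM) and alpha-KG (2 mM) added; 80 min at RT, pH 7.5. Remaining NADPH coupled via diaphorase/resazurin to fluorescence (540/590 nm); concentration-response curves normalized to no-enzyme control.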
* hit, by the source's call; ? = inconclusive; . = no result given; & = joins results of further samples; [ ] = another dose, or the depositor's remark. Unless noted, calls follow the shape of the dose curve; as a rule, active = well fitted curve in the direction sought with a large enough effect; inconclusive = small, poorly fitted or top-dose-only effect, or another doubt; inactive = no such curve, though single readings can be large; an effect the other way counts as inactive or inconclusive. These rows are one share of the data; the hit share may differ from the screen's.

SMILES	USP1 inh	RGS4 inh	LDHA inh	rTrxR1 inhibitor	Vif-APOBEC3G blk	Vif-A3F inh	TrxR1 substrate	Glioma ERSR ind	IDH1 R132H inh
Clc1ccccc1OCCCn1ccnc1	-16%	-7%	-7	17%	1%	1%	3%	0%	-11%
O=C(Nc1nccs1)C1CC=CC2CCN(Cc3ccc(Cl)c(Cl)c3)C(=O)C21 (stereo not drawn)	.	-4%	.	5%	-4%	.	-2%	-4%	.
CCOC(=O)C1(Cc2cccc(F)c2)CCN(C(=O)c2cscn2)CC1	-18%	-25%	-3	22%[57.1 µM]	3%	-19%	14%[57.1 µM]	-4%	-2%
COc1cc(CNCc2cccs2)ccc1OCC(=O)NC(C)(C)C	1%	-10%	-12	23%	2%	0%	11%	-4%	4%
CCn1c(COc2ccc3c(c2)CCCC3)nnc1SCC(=O)Nc1ccc(C(=O)OC)cc1	-1%	21%	-7	9%[57.1 µM]	1%	7%	-6%	-3%	2%
O=C(CCCN1C(=O)c2ccccc2C1=O)N1CCN(c2ccccn2)CC1	-8%	7%	-6	-22%	0%	-3%	-13%	-2%	3%
Fc1ccc(CSc2nnc3ccc(-c4ccncc4)nn23)cc1	-13%	1%[11.4 µM]	-1	12%	-3%	-7%	1%	2%	2%
COc1cc(/C=N\NC(=O)c2ccc(Cn3nc([N+](=O)[O-])c(Cl)c3C)o2)ccc1O	-1%	-38%	-1	-3%[57.1 µM]	-16%	-11%	3%[57.1 µM]	-2%	5%
O=C(c1cc2c(s1)-c1ccccc1OC2)N1CCN(c2ccc(F)cc2)CC1	-6%	-15%	0	27%	6%	-14%	8%	3%	-9%
CCCCNC(=O)CC(NS(=O)(=O)c1ccc(C)cc1)c1ccco1 (stereo not drawn)	-17%	-22%	-2	9%	1%	0%	7%	-4%	4%

Fetched by structure from the list above, 4 records:
SMILES	USP1 inh	RGS4 inh	LDHA inh	rTrxR1 inhibitor	Vif-APOBEC3G blk	Vif-A3F inh	TrxR1 substrate	Glioma ERSR ind	IDH1 R132H inh
O=C(c1cc2c(s1)-c1ccccc1OC2)N1CCN(c2ccc(F)cc2)CC1	-6%	-15%	0	27%	6%	-14%	8%	3%	-9%
CCCCNC(=O)CC(NS(=O)(=O)c1ccc(C)cc1)c1ccco1 (stereo not drawn)	-17%	-22%	-2	9%	1%	0%	7%	-4%	4%
CCOC(=O)C1(Cc2cccc(F)c2)CCN(C(=O)c2cscn2)CC1	-18%	-25%	-3	22%[57.1 µM]	3%	-19%	14%[57.1 µM]	-4%	-2%
CCn1c(COc2ccc3c(c2)CCCC3)nnc1SCC(=O)Nc1ccc(C(=O)OC)cc1	-1%	21%	-7	9%[57.1 µM]	1%	7%	-6%	-3%	2%

(next part)
SMILES	USP1 inh	RGS4 inh	LDHA inh	rTrxR1 inhibitor	Vif-APOBEC3G blk	Vif-A3F inh	TrxR1 substrate	Glioma ERSR ind	IDH1 R132H inh
Cc1cc(OCC(C)C)ccc1/C(O)=C1/C(=O)C(=O)N(Cc2cccnc2)C1c1ccncc1 (stereo not drawn)	-19%	-10%	-1	-29%	2%	-7%	-13%	0%	-1%
COc1ccccc1/C=C/C=N/N1CCN(Cc2ccc(Cl)cc2)CC1	-4%	-47%	11	8%	7%	-1%	1%	-5%	0%
Oc1ccc(Oc2ccc(Oc3ccc(O)cc3)cc2)cc1	-20%	4%	-3	20%	-1%	0%	-1%	-3%	-12%
CN(C)c1ccc(C(=O)N2CC(=O)N(CCc3ccccc3)C(=O)C2)cc1	-7%	-14%	-6	-9%	1%	-6%	-14%	-4%	1%
CN(CCCn1ccc(NC(=O)OCc2ccccc2)nc1=O)CCc1ccccn1	8%	.	-1	.	-5%	0%	.	3%	-11%
CCOc1ncccc1C(=O)OCc1csc(CC(=O)Nc2ccccc2C)n1	-18%	-9%	2	39%	-16%	-2%	14%	-4%	14%
COc1cc(CNCCN(C)C)ccc1OCc1c(F)cccc1Cl	-15%	7%	-5	-6%	6%	-9%	-10%	-2%	-8%
COc1ccc(-c2cc(C(F)(F)F)c(C#N)c(SCC(=O)Nc3nc(C)co3)n2)cc1	-21%	10%	-7	48%[activator]	-1%	?	72%[activator]	-4%	1%
CCCNC(=O)C(Cc1ccccc1)NC(=O)Cc1ccccc1 (stereo not drawn)	-25%	-16%	-1	18%[57.1 µM]	2%	4%	4%	-3%	15%
COc1cccc(NC(=S)/C(=C(\[O-])c2ccc(C)c([N+](=O)[O-])c2)[n+]2ccccc2)c1	-14%	-16%[56.9 µM]	4	-10%	-1%	-6%	-7%	2%	10%
Cc1cn([C@H]2C[C@H](O)[C@@H](CNC(=O)CNC(=O)CN)O2)c(=O)[nH]c1=O	-11%	.	0	.	-4%	-10%	.	-4%	0%
CC(/C=N/Nc1nc(C)cc(=O)[nH]1)=C\c1ccccc1	-17%	-15%	2	-4%	2%	-11%	-4%	-1%	15%
N#Cc1ccc(Oc2nc(C(N)=O)cc(-c3ccccc3)n2)cc1	-5%	-5%	-9	21%	0%	16%	4%	-5%	2%
CN(c1ccccc1)c1nc(N)c([N+](=O)[O-])c(Nc2ccc(F)cc2)n1	-22%	1%	-2	7%	4%	-1%	-1%	-3%	-4%
COc1ccc(C2c3c(n(C)c4ccccc34)C(=O)N2CC(=O)Nc2ccccc2F)cc1 (stereo not drawn)	-19%	-1%	6	8%	3%	2%	-1%	2%	16%
Cc1ccc(NC(=O)c2cc(S(=O)(=O)N3CCCC3)cn2C)cc1C	-17%	-20%	5	20%[57.1 µM]	0%	1%	-2%[57.1 µM]	-4%	12%
CCc1nnc(NC(=O)CSc2nc3c([nH]c4ccccc43)c(=O)n2CCOC)s1	-17%	-16%	-5	-5%	2%	-1%	-1%	-3%	3%
CCCC(O)(c1ccc(OC)cc1)C(CN1CCOCC1)c1ccc(Cl)cc1 (stereo not drawn)	-15%	-21%	3	11%	1%	-24%	0%	-6%	4%
COC(=O)CNC(c1ccccc1)c1cc(Br)ccc1NC(=O)CNC(=O)OCc1ccccc1 (stereo not drawn)	-9%	11%	-2	15%	-26%	-8%	5%	-4%	-1%
Cc1ccc(S(=O)(=O)NCC(=O)NCC(=O)NCCc2ccccc2F)cc1C	-10%	17%	-8	-1%	-7%	-1%	-2%	1%	-1%
COc1ccc(C2(CNC(=O)Cc3ccc(OC)c(OC)c3)CCCC2)cc1	?	-14%	-2	24%[57.1 µM]	2%	18%	-15%[57.1 µM]	1%	-3%
Cc1cc(C(C)(C)C)oc1C(=O)N(CC(=O)NC1CCCC1)c1cccc(C(F)(F)F)c1	-14%	-28%	-8	-3%	-2%	-7%	-8%	-2%	0%
CCCCSCCCNC(=O)CS(=O)Cc1nc(-c2cccc(C)c2)oc1C (stereo not drawn)	-26%	-4%	-3&0	6%	2%	-7%	4%	4%	4%
c1ccc(NN(Cc2cnccn2)c2ccccc2)cc1	-7%	.	0	.	-1%	-4%	.	0%	7%
CC(C)(C)C1CCc2c(sc(NC(=O)Cn3nnc(-c4cccc(C(F)(F)F)c4)n3)c2C#N)C1 (stereo not drawn)	-16%	15%	2	13%	0%	-2%	-6%	-5%	13%
COc1ccc(N=Nc2nc3ccc(Br)cc3n2C)cc1	-19%	-18%	16	-7%[57.1 µM]	-5%	7%	?	-3%	21%

One compound at a time (already shown).
COc1cc(/C=N\NC(=O)c2ccc(Cn3nc([N+](=O)[O-])c(Cl)c3C)o2)ccc1O in the list: USP1 inh: -1%; RGS4 inh: -38%; LDHA inh: -1; rTrxR1 inhibitor: -3%[57.1 µM]; Vif-APOBEC3G blk: -16%; Vif-A3F inh: -11%; TrxR1 substrate: 3%[57.1 µM]; Glioma ERSR ind: -2%; IDH1 R132H inh: 5%
CN(CCCn1ccc(NC(=O)OCc2ccccc2)nc1=O)CCc1ccccn1 in the list: USP1 inh: 8%; RGS4 inh: .; LDHA inh: -1; rTrxR1 inhibitor: .; Vif-APOBEC3G blk: -5%; Vif-A3F inh: 0%; TrxR1 substrate: .; Glioma ERSR ind: 3%; IDH1 R132H inh: -11%
